Bioassay records from PubChem BioAssay.
NOD2 inhibition – NOD2 signaling inhibitors, cell-based, luminescence, uHTS, HEK293 (AID 1566). HEK293 NOD2/NF-kB luciferase reporter, luminescence; higher % means a stronger effect. inhibition, % at 4 µM; hits with a dose series show EC50 in µM. 0.63% of 290,000 active; note: many of its hits are not listed in these tables
SIAH1 antagonists – blockers of Siah-1 interaction with plectin peptide – biochemical, fluorescence polarization, rhodamine-plectin, uHTS, primary screen (AID 1817). 0.02% of 290,000 active. Siah-1 / rhodamine-plectin peptide fluorescence polarization; higher % means a stronger effect. displacement, % at 20 µM; hits with a dose series show IC50 in µM;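 active = displacement of at least 50% at 20 µM, with a fluorescence ratio check between 0.3 and a set limit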;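 note: plate controls were Siah plus tracer with DMSO for no effect and tracer alone without Siah for full effect; strong numbers were not always called active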
NOD1 NF-kB reporter – inhibition of NOD1-driven NF-kB reporter – cell-based, luminescence, uHTS, primary screen (AID 1578). 1% of 290,000 active. NOD1-driven NF-kB luciferase reporter cells, luminescence; higher % means a stronger effect. inhibition, % at 4 µM; hits with a dose series show EC50 in µM; in the data active = inhibition mostly above about 36%, no sharp cut-off; inactive = mostly below about 34%;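 note: HEK-293T reporter cells stimulated with the NOD1 agonist gamma-tri-DAP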
LYP phosphatase – PTPN22 lymphoid phosphatase activity blockers – biochemical, fluorescence intensity, uHTS (AID 1779); recombinant LYP phosphatase, fluorescence intensity; higher % means a stronger effect; 0.054% of 290,000 active; inhibition, % at 11.5 µM, or IC50 in µM where a hit was titrated;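 note: plate controls were vehicle with enzyme for no effect and no enzyme for full effect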
PhoP inhibition – PhoP-dependent GFP reporter repression – Salmonella Typhimurium, primary screen (AID 1863); S. Typhimurium PhoP-regulated promoter GFP reporter, 4 h; higher % means a stronger effect; inhibition, % at 50 µM; hits with a dose series show IC50 in µM; 0.16% of 300,000 active;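 active = inhibition over 29.93%, a cutoff 3 SD above the screen mean, later confirmed by dose response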;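 note: 0% = low Mg2+ inducing control and 100% = high Mg2+ repressing control; strong numbers were not always called active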
HIV fusion peptide – cell-free HIV fusion peptide-binding blockers – biochemical, uHTS, fluorescence dequenching, primary screen (AID 1986). inhibition, % at 20 µM; hits with a dose series show IC50 in µM. 0.3% of 290,000 active. cell-free peptide binding, fluorescence dequenching, 30 min; higher % means a stronger effect; in the data active = inhibition mostly above about 52%, no sharp cut-off; inactive = mostly below about 76%; note: some results filed as inactive read as strong as hits
KOR beta-arrestin-1 – kappa opioid receptor activators – cell-based, luminescence, uHTS, primary screen (AID 1777); KOR beta-arrestin recruitment, luminescence; higher % means a stronger effect; activation, % at 10 µM, or EC50 in µM where a hit was titrated; 0.02% of 280,000 active; in the data active = activation above about 50%, passing the limit was not always enough; note: a part of the inactive calls stands beside numbers as strong as those of hits
KOR beta-arrestin-2 – kappa opioid receptor blockers – cell-based, luminescence, uHTS (AID 1778). KOR beta-arrestin recruitment, luminescence, antagonist mode; higher % means a stronger effect. inhibition, % at 10 µM; hits with a dose series show IC50 in µM. 0.091% of 290,000 active; note: strong numbers were not always called active
Myeloid diff 2 – myeloid differentiation induction. 1% of 360,000 active. calls only at 10 µM. ER-HoxA9 myeloid progenitors, lysozyme-GFP differentiation, flow cytometry;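 active = normalized GFP-positive differentiation at or above the plate's own cutoff, the solvent-only control mean plus 3 SD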;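 note: cells exposed to compound for four days before flow analysis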
Myeloid diff 2 GFP+ MAC1+ % – second read-out of Myeloid diff 2, no call of its own (marks repeat the call); GFP+ MAC1+ double positive, %; measured here: differentiation confirmed by MAC1 staining
Active calls of the source: *; i = inactive; / = no result given; [ ] = dose if it differs, or a comment. Cut-off read from the data, not from the text of the source, unless noted: active = inhibition above about 50%; inactive = the rest.

SMILES | NOD2 inhibition | SIAH1 antagonists | NOD1 NF-kB reporter | LYP phosphatase | PhoP inhibition | HIV fusion peptide | KOR beta-arrestin-1 | KOR beta-arrestin-2 | Myeloid diff 2 | Myeloid diff 2 GFP+ MAC1+ %
CN1c2ccccc2-c2nc3ccccc3n2C1c1ccccn1 (stereo not drawn) | -12% | -2% | 2% | -2% | 2% | -1.4% | 1.5% | -2% | i | 0.6
CCOc1ccccc1CNC(=O)c1ccc(NC(=O)C2=C(C)OCCS2)cc1 | 13% | 3% | -11% | -4% | -6% | -0.9% | -1.9% | 8% | i | 0.2
Cc1cccc(NC(=O)c2cc3n(n2)C(C(F)(F)F)CC(c2ccc4c(c2)OCO4)N3)c1 (stereo not drawn) | 1% | -1% | 0% | 0% | 3% | -1.8% | 0.1% | -32% | i | 0.9
Cc1c(Cl)c(=O)n2c(=O)c(Cl)c(C)n12 | 13% | 2% | -24% | -4% | -11% | 2.8% | -5.9% | 13% | i | 0.4
CCOC(=O)/C=C/C(=O)Nc1ccc(S(=O)(=O)Nc2nccs2)cc1 | 2% | -3% | -4% | -2% | -5% | 4.4% | -2.8% | 12% | i | 0.6
O=C1c2ccccc2C(=O)N1OCc1ccccc1 | -10% | 2% | -22% | -2% | 3% | -0.9% | 2.3% | -5% | i | 1.6
COc1cccc(C2Nc3cccc4cccc(c34)N2)c1 | -14% | 20% | -8% | -5% | -1% | 28% | 3.5% | -34% | i | 0.6
CCn1cc(S(=O)(=O)N2CCN(Cc3cccc(Cl)c3)CC2)cn1 | 10% | 0% | -25% | 3% | 7% | 1.5% | 0.0% | -4% | i | 0.2
Cc1nn(C)c(Oc2ccccc2)c1CCNS(=O)(=O)c1ccccc1 | 23% | 2% | 15% | -2% | 12% | 2.1% | -2.6% | 27% | i | 0.2
O=C(O)c1ccc(N/N=C/c2c(F)cccc2Cl)cc1 | -18% | 4% | 26%* | -2% | 0% | 2.2% | -0.6% | 6% | i | 0.6
COc1ccc(CN(C)C(=O)c2ccc(COc3ccccc3)cc2)c(OC)c1 | -1% | 9% | -11% | -4% | 6% | 0.5% | -2.5% | -22% | i | 1.1
O=C(CC1C(=O)NCCN1Cc1ccccc1C(F)(F)F)NCCn1cccn1 (stereo not drawn) | -1% | 2% | -26% | -3% | / | 0.5% | / | 13%[20 µM] | i | 0.6
CCOC(=O)C(CSCc1ccccc1)NC(=O)OC(C)(C)C (stereo not drawn) | 9% | 3% | -12% | -7% | 6% | -1.6% | -1.1% | 23% | i | 1.0
CC(C)(C)N1C(=O)Cc2c1nc(N)c1c(N)nc(N3CCCCC3CO)c(C#N)c21 (stereo not drawn) | -19% | 10% | -59% | 26% | -21% | -0.3% | 6.5% | -44% | i | 0.6
O=C(c1ccc(Cl)c([N+](=O)[O-])c1)N1CCCc2ccccc21 | -8% | 6% | -7% | -4% | -3% | 0.2% | -2.5% | -50%[20 µM] | i | 0.4
CC1CCN(C(=O)CN(c2ccc3c(c2)OCCO3)S(=O)(=O)c2ccccc2)CC1 | -79% | -5% | 35% | 1% | -3% | -2.2% | 2.1% | 22% | i | 0.8
CCC1(CC)N=C(c2ccccc2)C(=S)N1 | 12% | 5% | -7% | -5% | -1% | 3.3% | -4.1% | -6% | i | 0.8
Cc1ccc2sc(N(CCCN(C)C)C(=O)c3ccc(Br)s3)nc2c1C | 0% | 0% | -43% | -3% | 1% | 0.3% | -0.6% | -6% | i | 0.5
CC1=C(C)CC(C(=O)NCc2cccc(Cl)c2)C(C(=O)O)C1 (stereo not drawn) | -1% | 0% | -25% | -9% | -5% | -0.4% | 5.3% | -21% | i | 0.6
CCc1nnc(NC(=O)C2CCN(C(=O)NC3CCCCC3)CC2)s1 | 2% | 4% | 7% | -4% | -4% | -2.2% | 0.0% | -20% | i | 0.5

Sorted by SMILES length (smallest number first): part of the list above.
SMILES | NOD2 inhibition | SIAH1 antagonists | NOD1 NF-kB reporter | LYP phosphatase | PhoP inhibition | HIV fusion peptide | KOR beta-arrestin-1 | KOR beta-arrestin-2 | Myeloid diff 2 | Myeloid diff 2 GFP+ MAC1+ %
O=C(O)c1ccc(N/N=C/c2c(F)cccc2Cl)cc1 | -18% | 4% | 26%* | -2% | 0% | 2.2% | -0.6% | 6% | i | 0.6
CCOC(=O)C(CSCc1ccccc1)NC(=O)OC(C)(C)C (stereo not drawn) | 9% | 3% | -12% | -7% | 6% | -1.6% | -1.1% | 23% | i | 1.0
Cc1nn(C)c(Oc2ccccc2)c1CCNS(=O)(=O)c1ccccc1 | 23% | 2% | 15% | -2% | 12% | 2.1% | -2.6% | 27% | i | 0.2
CC1CCN(C(=O)CN(c2ccc3c(c2)OCCO3)S(=O)(=O)c2ccccc2)CC1 | -79% | -5% | 35% | 1% | -3% | -2.2% | 2.1% | 22% | i | 0.8

New compounds follow:
SMILES | NOD2 inhibition | SIAH1 antagonists | NOD1 NF-kB reporter | LYP phosphatase | PhoP inhibition | HIV fusion peptide | KOR beta-arrestin-1 | KOR beta-arrestin-2 | Myeloid diff 2 | Myeloid diff 2 GFP+ MAC1+ %
COc1ccc(OC)c(NC(=O)C2CCCN(S(C)(=O)=O)C2)c1 (stereo not drawn) | -1% | 1% | -14% | -4% | -2% | 0.9% | 0.7% | -7% | i | 0.4
O=C1/C(=C/c2cccnc2)SC(=NCc2ccccc2)N1Cc1ccccc1 | -20% | -2% | -10% | 8% | 7% | 1.7% | 1.2% | 12% | i | 0.3
Cc1nnc(N/N=C/c2ccc(O)c([N+](=O)[O-])c2)[nH]c1=O | 12% | -3% | -8% | 6% | 14% | 4.1% | -1.2% | 2% | i | 1.1
CSc1ccc(NC(=O)N2CC(C)OC(C)C2)cc1 (stereo not drawn) | 13% | 0% | / | -6% | 10% | 0.2% | 5.2% | -33% | i | 1.5
Cc1cccc(C(=O)NC2CCN(CC(=O)Nc3ccccc3Cl)CC2)c1 | 8% | 0% | -24% | -9% | 2% | -0.9% | -5.2% | -37%[20 µM] | i | 0.5
O=[N+]([O-])c1ccc(OCC(O)CN(C2CCCCC2)C2CCCCC2)cc1 (stereo not drawn) | -9% | 10% | -17% | -6% | 8% | -1.2% | 5.2% | -4% | i | 0.4
O=C(Nc1ccc(N2CCN(C(=O)c3cccs3)CC2)c(Cl)c1)c1ccco1 | 20% | 0% | 4% | -6% | -7% | 1.0% | -5.2% | 3% | i | 0.9
COc1cc2c(cc1OC)CN(C(=O)c1ccc(-c3ccccc3)cc1)CC2 | 14% | 3% | -4% | -5% | 2% | -0.8% | -0.3% | -32% | i | 0.3
CCCCC(=O)Nc1cccc(NC(=O)c2ccccc2Br)c1 | -5% | 2% | -15% | -1% | 7% | -1.2% | -1.8% | 15% | i | 1.5
O=C(c1ccc(=O)oc1)N1CCN(C(c2ccccc2)c2ccccc2)CC1 | -38% | -1% | 7% | -10% | -1% | -0.8% | 2.2% | -31% | i | 7.2
O=C(Cn1[nH]c(=O)c2ccccc2c1=O)NCc1cccnc1 | 8% | 0% | 3% | -10% | -3% | -0.3% | 7.2% | -7% | i | 0.8
CCOC(=O)[C@@H]1[C@H]2COc3cc(OC)ccc3[C@@H]2N2C(=O)N(c3ccc(C)cc3)C(=O)[C@@]12C | -10% | -1% | -20% | -11% | -1% | 0.1% | 3.3% | -19%[20 µM] | i | 0.3
CN(C)c1ccc(NC2=C([N+](=O)[O-])CS(=O)(=O)C2)cc1 | 15% | -6% | 5% | -6% | -15% | 1.6% | 2.4% | -48% | i | 12
Cc1c(Cl)ccc2c(C(N)=O)cc(-c3ccccn3)nc12 | 26% | -1% | 20% | -7% | -12% | 2.3% | 6.3% | -10% | i | 1.2
CCOC(=O)N1CCN(C(=O)CS(=O)Cc2nc(-c3ccc(C)cc3)oc2C)CC1 (stereo not drawn) | 2% | 3% | -3% | -4% | 7% | -1.8% | 3.8% | -9% | i | 3.5
Cc1c(/C=N/Nc2ccc(C(=O)O)cc2)c2ccccc2n1C | -12% | 1% | -4% | -3% | 0% | 2.7% | / | -15% | i | 0.6
CCN(CC)c1ccc(/C=N/NC(=O)c2ccoc2C)cc1 | -132% | 0% | -8% | 5% | 2% | -1.8% | -3.1% | -9% | i | 0.5
O=C(c1ccc(F)c(S(=O)(=O)N2CCOCC2)c1)N(c1ccccc1)c1ccccn1 | 0% | -2% | -21% | -4% | -2% | -0.1% | -2.3% | -10% | i | 0.2
O=C(O)C=C1C2CC3CC(C2)CC1C3 | 16% | 26% | 6% | -8% | -2% | 1.1% | 0.9% | 15% | i | 5.7
COc1ccc(CNC(=O)c2cc(C)nn2-c2ccccc2)cc1 | 2% | 1% | -3% | -8% | -7% | -1.1% | 1.0% | 9% | i | 0.5
COc1ccc(CCNC(=O)NC2CCCCC2)cc1OC | 8% | 6% | -10% | 0% | 4% | 1.4% | -4.5% | -3% | i | 1.1
O=C(CN1C(=O)CC(c2ccccc2)=Nc2ccccc21)NC1CCCCC1 | -10% | 0% | -18% | -5% | 1% | 4.4% | -3.4% | 6% | i | 2.9
CC(=O)Nc1ccc(NC(=O)C(C)n2c3ccccc3c3nc(=O)cc(C)n32)cc1 (stereo not drawn) | 12% | -2% | -8% | -2% | -1% | 1.5% | 1.8% | -22% | i | 0.2
COc1ccc(/C=N/NC(=O)c2ccc(Br)cc2)c(OC)c1 | 17% | -1% | -40% | -1% | 6% | 0.7% | -2.6% | -12% | i | 0.8
Cc1[nH]c(=O)[nH]c(=O)c1S(=O)(=O)N1CCCC(C(=O)NCCc2ccccc2)C1 (stereo not drawn) | 8% | -2% | 2% | -10% | 0% | -0.9% | 1.7% | -10% | i | 0.7
c1coc(CSc2ncnc3c2oc2ccccc23)c1 | -56% | -5% | -18% | 6% | -16% | 0.1% | 2.9% | -27% | i | 0.4
CN(C)/C=C/c1onc(-c2ccccc2Cl)c1C#N | -26% | 6% | -55% | 1% | 8% | 1.0% | 5.4% | -15% | i | 0.6
O=C(Cn1c(=O)oc2cc(S(=O)(=O)N3CCCC3)ccc21)N1CCCC1 | -12% | 0% | 12% | -9% | 11% | -1.0% | -6.1% | 36% | i | 1.3
O=c1c(Cl)c(NC2CC2)cnn1-c1ccccc1 | 9% | -4% | -9% | -4% | -6% | 0.3% | -5.6% | -11% | i | 0.4
Cc1ccccc1NC(=O)Cc1nnc(SCC(=O)N2CCN(c3ccccc3)CC2)n1C | 8% | 0% | -22% | -6% | -2% | -2.1% | -4.6% | 12% | i | 0.6
COc1cccc(/C=N/NC(=O)C(C)n2nc(C)c([N+](=O)[O-])c2C)c1O (stereo not drawn) | -90% | 3% | -9% | 2% | -11% | 0.7% | 0.9% | -36% | i | 0.3
CC1CN(C(=O)CN(C)S(=O)(=O)c2ccc3ccccc3c2)CC(C)O1 (stereo not drawn) | 13% | 2% | -2% | -5% | -3% | -0.8% | 7.7% | -25% | i | 1.1
Cc1ccc(N(CC(=O)NCCSc2nc3ccccc3s2)S(=O)(=O)c2ccccc2)c(C)c1 | -32% | -1% | 6% | 3% | -7% | 3.5% | -0.9% | 6% | i | 3.4
CCOC(=O)c1nn(-c2ccccc2)c2nc(-c3ccc(OC)cc3)c(C#N)c(=O)n12 | 3% | -2% | 2% | -5% | -1% | 0.7% | 6.7% | 15% | i | 0.5
COc1ccc(Cc2nnc(NC(=O)c3ccc(OC)c(OC)c3)s2)cc1OC | 15% | -9% | -17% | -8% | 1% | 0.9% | -0.2% | 12% | i | 0.5

This is a subset; the hit share may differ from the screen's.
